EWS-Fli block – EWS/Fli transcriptional activity inhibition; A673 NR0B1-luciferase reporter, viability-normalised; inhibition, % at 12.6 µM; 0.67% of 350,000 active;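 active means mean inhibition of at least 50% after viability correction, with every replicate also passing that limit; inconclusive means mean reaches 50% but only one of two replicates passes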;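 further: firefly luciferase signal divided by Alamar Blue viability fluorescence both relative to DMSO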
LGR2 inh – blocks bursicon-induced cAMP signaling via Drosophila LGR2; HEK293 LGR2, CRE-luciferase, bursicon-stimulated, 4 h; inhibition, % at 9.99 µM; 0.35% of 380,000 active; AID 720647;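 active means drop in luminescence signal, shown as inhibition above about 50% in the replicate tests, limit read from the data, passing the limit was not always enough; inconclusive means probably only some replicates passing the limit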;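 further: agonist challenge used bursicon conditioned medium at about half maximal strength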
Casp6 inh – blocks human caspase-6 cleavage activity | inhibition, % at 12.5 µM | purified caspase-6, Z-VEID-R110 cleavage fluorescence | 0.53% of 350,000 active;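 active means mean inhibition across replicates at least about 35%, with every replicate also reaching that limit, limit read from the data; inconclusive means only one of the two criteria met; inactive means neither criterion met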;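 further: 0% = median of neutral control wells and 100% = no fluorescence left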
Target sequence (P55212 24-179 limits assumed): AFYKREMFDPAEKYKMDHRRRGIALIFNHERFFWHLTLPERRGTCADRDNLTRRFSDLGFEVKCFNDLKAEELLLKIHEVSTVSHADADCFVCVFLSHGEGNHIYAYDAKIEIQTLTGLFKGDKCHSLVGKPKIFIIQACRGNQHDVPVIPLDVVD
Target sequence (P55212 194-293 limits assumed): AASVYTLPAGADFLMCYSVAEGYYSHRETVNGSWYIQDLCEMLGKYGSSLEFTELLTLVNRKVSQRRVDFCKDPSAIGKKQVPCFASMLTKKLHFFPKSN
DENV2 CPE – protects cells from dengue virus 2 cytopathic effect. DENV2-infected cells, cytopathic effect rescue, plate reader. CPE inhibition, % at 9.99 µM. 1.7% of 350,000 active. AID 651640; in the data active means CPE inhibition above about 20%, passing the limit was not always enough; inconclusive means no clear call, values can overlap the other calls; tested in BHK-21 cells;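 further: 0% = median of neutral control wells and 100% = median of positive control wells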
ARNT-TACC3 inh – disrupts binding between human ARNT and TACC3 | inhibition, % at 9.99 µM | AlphaScreen His-ARNT PAS-B/GST-TACC3 binding, luminescence; TACC3 fragment carries E629A point mutation | Q9Y6A5 | AID 623870 | 0.66% of 390,000 active;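 active means mean inhibition of replicates at least 50% and at least half of replicates each reaching 50%; inconclusive means half or more replicates reach 50% but mean below 50%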;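 further: 0% = complete ARNT plus TACC3 wells and 100% = ARNT alone without TACC3; many hits fall short of the cut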
PAX8 inh HTS – inhibitors of PAX8 transcriptional activity in RMG-I cells; inhibition, % at 12.6 µM; RMG-I TPO-luciferase reporter, SteadyGlo, 24 h; AID 652154; 1.2% of 360,000 active;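 active means mean replicate inhibition at least 60% with every replicate also reaching 60%; inconclusive means only one of the two criteria is met; inactive means mean below 60% and not all replicates reaching 60%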;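 further: luciferase light reporting Pax8 driven TPO promoter activity; plate controls were median of neutral control wells for no effect and mitoxantrone controls for full effect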
SIRT5 block – inhibitors of human sirtuin-5 desuccinylase; Q9NXA8; Purified SirT5, succinyl-peptide AMC, trypsin-coupled fluorescence; inhibition, % at 15 µM; 1.1% of 330,000 active; AID 652115; in the data active means inhibition above about 15%; inconclusive means no clear call, values can overlap the other calls
Target sequence (Q9NXA8 whole entry, looked up): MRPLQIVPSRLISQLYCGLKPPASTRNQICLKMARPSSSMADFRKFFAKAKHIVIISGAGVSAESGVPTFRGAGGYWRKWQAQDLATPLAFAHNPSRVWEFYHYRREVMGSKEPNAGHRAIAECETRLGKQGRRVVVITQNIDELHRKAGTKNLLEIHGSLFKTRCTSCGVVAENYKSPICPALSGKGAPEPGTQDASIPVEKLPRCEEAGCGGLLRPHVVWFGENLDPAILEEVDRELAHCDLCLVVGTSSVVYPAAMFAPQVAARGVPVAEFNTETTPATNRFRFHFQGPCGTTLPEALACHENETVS
Active calls of the source: *; ? = inconclusive; . = not tested or not shown; & = joins results of further samples.

structure	EWS-Fli block	LGR2 inh	Casp6 inh	DENV2 CPE	ARNT-TACC3 inh	PAX8 inh HTS	SIRT5 block
CC(CN1CCOCC1)OC(=O)Cc1ccc(Cl)cc1 (configuration not stated)	7	9	1	7	16	2	-2
CCOC(=O)c1c(NC(=O)C(C)S(=O)(=O)c2cn(CC)c3ccccc23)sc2c1CCCC2 (configuration not stated)	0	28	-1	7	-4	16	-7
CN(C)CCCNC(=O)c1cc(C(=O)Cc2ccc(Cl)cc2)c[nH]1	0	4	-12	7	3	2	-8
CCOC(=O)C(=Cc1ccc(N(C)C)cc1)C(=O)c1ccccc1	-19	4	0	1	.	-10	-2
CC=Cc1ccc2n(c1=O)C[C@H]1[C@H](CO)[C@@H](C(=O)NCCc3ccncc3)N(CCC(F)(F)F)[C@@H]21 (mixture of isomers)	2	-10	-2	?	-1	-3	-2
Cc1ccc(S(=O)(=O)N2CCN(Cc3nnc(-c4c(-c5ccccc5)noc4C)o3)CC2)cc1	9	-14	1	0	7	19	-6
C[C@@H]1CN([C@@H](C)CO)C(=O)c2cc(NC(=O)Cc3cn(C)c4ccccc34)ccc2O[C@@H]1CN(C)Cc1ccc(C(F)(F)F)cc1	-2	-8	-4	-6	-3	11	2
CS(=O)(=O)c1ccc(Oc2ccc(-c3nnco3)cc2)c([N+](=O)[O-])c1	-4	-5	-1	-6	4	0	-7
CN(C(=O)COC(=O)c1ccc(S(=O)(=O)N2CCCCCC2)cc1)c1ccccc1	5	-8	-2	-3	.	-7	.
C[C@H](CO)N1C[C@H](C)[C@@H](CN(C)Cc2ccncc2)Oc2c(NC(=O)c3ccncc3)cccc2C1=O	-4&3	0&1	0&-3	1&0	-1&-3	-12&-6	0&-1
O=C(CSc1nnc2n1CCCCC2)Nc1ccc(N2CCOCC2)cc1	2	-5	-1	-3	0	5	-3
CC(C)(C)C(=O)COC(=O)c1c2c(nc3ccccc13)CCC2	-13	-4	10	8	-4	9	-2

The closing 2 entries of the section before are carried over, then new ones follow:
structure	EWS-Fli block	LGR2 inh	Casp6 inh	DENV2 CPE	ARNT-TACC3 inh	PAX8 inh HTS	SIRT5 block
O=C(CSc1nnc2n1CCCCC2)Nc1ccc(N2CCOCC2)cc1	2	-5	-1	-3	0	5	-3
CC(C)(C)C(=O)COC(=O)c1c2c(nc3ccccc13)CCC2	-13	-4	10	8	-4	9	-2
O=C(CSc1nc2ccccc2c(=O)[nH]1)Nc1cccc([N+](=O)[O-])c1	11	-3	-1	-2	-3	-4	-3
CO[C@@H](CN(C)C(=O)Nc1ccc(Cl)cc1)[C@H](C)CN(Cc1ccccc1Cl)[C@@H](C)CO	6	8	-2	-1	4	.	4
C[C@H](CO)N1C[C@H](C)[C@@H](CN(C)CC2CC2)Oc2ccc(NS(=O)(=O)c3ccc(F)cc3)cc2C1=O	.	11	-1	-6	-10	-7	3
CCCCN1C=C(C(=O)c2ccccc2)C(=O)CC1	-6	3	-4	10	17	-15	.
C=C(C)Cn1c(N2CCCC2)nc2c1c(=O)[nH]c(=O)n2C	2	-2	1	3	-8	-3	6
COc1ccc(CCN2CC(C(=O)NCc3cnn(C(C)C)c3)CCC2=O)cc1 (configuration not stated)	1	12	0	6	-1	-3	0
O=C(Nc1ccncc1)C1CC(=O)N(c2ccc(F)cc2)C1 (configuration not stated)	-5	0	-2	-1	1	11	-4
Cc1ccc(Cn2c(=O)c3cccnc3n(CC(=O)Nc3cccc(C(F)(F)F)c3)c2=O)cc1	-13	1	-2	-4	-4	10	-8
CCCCc1nc(Cl)c(C#N)c2c1CCCC2	1	-10	-1	0	.	-16	-4
COc1ccc(CN(CCC#N)CCC2(c3ccccc3)CC(C)N(C)CC2C)cc1OC (configuration not stated)	-3	-1	-6	-3	1	6	-1
N#Cc1ccc(CN2CCN(C(=O)c3cc(Cl)c4c(c3)OCCO4)CC2)cc1	-3	-4	1	-4	-3	18	-2
Nc1nc2c(ncn2[C@@H]2O[C@H](C(=O)NCCCN3CCCC3=O)[C@@H](O)[C@H]2O)c(=O)[nH]1	-3	-8	3	0	.	1	4

Further structures
| Compound | EWS-Fli block | LGR2 inh | Casp6 inh | DENV2 CPE | ARNT-TACC3 inh | PAX8 inh HTS | SIRT5 block |
| --- | --- | --- | --- | --- | --- | --- | --- |
| NC(=O)c1ccc(NC(=O)COC(=O)C2CCN(S(=O)(=O)c3cccs3)CC2)cc1 | 10 | 13 | 0 | -4 | 4 | -4 | -5 |
| Cc1cc(C)c(-c2cc(NC(=O)COC(=O)c3ccc(CO)cc3)n(-c3ccccc3)n2)cc1C | . | -5 | . | . | -16 | 21 | . |
| Cc1cccc(NC(=O)COC(=O)C2C3CC4OC(=O)C2C4C3)c1C (configuration not stated) | -10 | 7 | 0 | -8 | -1 | 6 | 5 |
| COCC(=O)Nc1ccc2c(c1)OC[C@@H](C)N(C(=O)c1ccccc1F)C[C@@H](C)[C@@H](OC)CN(C)C2=O | -2 | 14 | 1 | -6 | -7 | . | 2 |
| Cn1cc(C(=O)N/N=C/C2=C(N3CCOCC3)C(=C\c3ccccc3)/CC2)ccc1=O | . | 11 | . | . | -9 | 15 | . |

Structures shown so far with fluorine:
| Compound | EWS-Fli block | LGR2 inh | Casp6 inh | DENV2 CPE | ARNT-TACC3 inh | PAX8 inh HTS | SIRT5 block |
| --- | --- | --- | --- | --- | --- | --- | --- |
| CC=Cc1ccc2n(c1=O)C[C@H]1[C@H](CO)[C@@H](C(=O)NCCc3ccncc3)N(CCC(F)(F)F)[C@@H]21 (mixture of isomers) | 2 | -10 | -2 | ? | -1 | -3 | -2 |
| C[C@@H]1CN([C@@H](C)CO)C(=O)c2cc(NC(=O)Cc3cn(C)c4ccccc34)ccc2O[C@@H]1CN(C)Cc1ccc(C(F)(F)F)cc1 | -2 | -8 | -4 | -6 | -3 | 11 | 2 |
| C[C@H](CO)N1C[C@H](C)[C@@H](CN(C)CC2CC2)Oc2ccc(NS(=O)(=O)c3ccc(F)cc3)cc2C1=O | . | 11 | -1 | -6 | -10 | -7 | 3 |
| O=C(Nc1ccncc1)C1CC(=O)N(c2ccc(F)cc2)C1 (configuration not stated) | -5 | 0 | -2 | -1 | 1 | 11 | -4 |
| Cc1ccc(Cn2c(=O)c3cccnc3n(CC(=O)Nc3cccc(C(F)(F)F)c3)c2=O)cc1 | -13 | 1 | -2 | -4 | -4 | 10 | -8 |
| COCC(=O)Nc1ccc2c(c1)OC[C@@H](C)N(C(=O)c1ccccc1F)C[C@@H](C)[C@@H](OC)CN(C)C2=O | -2 | 14 | 1 | -6 | -7 | . | 2 |

High-throughput results: PubChem BioAssay, Broad Institute
